Lipid storage S3 – qHTS Assay for Lipid Storage Modulators in Drosophila S3 Cells; Drosophila S3 cells, BODIPY lipid droplet fluorescence, 18-24 h; cells fed with added oleic acid; actives 0.64% (n = 320,000); lipid storage change, negative = inhibition, % at the top dose, mostly 46.1 µM; hits show Potency in µM; active = well fitted inhibition curve with a large enough effect in the signal ratio, with a control signal flat, not every such curve was filed as active; inconclusive = small, poorly fitted or top-dose-only effect, or effect the other way, or a change in a side signal; the % refers to the signal ratio
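Drosophila S3 cells loaded with oleic acid (400 uM, as added) and compounds at several concentrations; lipid droplets imaged by 488-nm laser-scanning cytometry, 500–530 nm intensity and object ratio to cell channel. Percent activity normalized to 20 uM Triacsin C.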
Lipid storage S3 cell count max – second read-out of Lipid storage S3, no call of its own (marks repeat the call); cell number change, %; measured here: cell count max response;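 cells counted by Cell Tracker Red CMTPX staining in the red channel; peak over a dose series mostly up to 46.1 µM; percent activity relative to internal control wells on each plate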
* hit, by the source's call; i = inactive; ? = inconclusive; · = not tested or not shown; [ ] = remark or other dose. % is scaled to controls: 0 for no effect and ±100 for the full control effect; potency is read from the fitted curve at half-maximal effect. An excerpt; rates above refer to the full screens.

SMILES | Lipid storage S3 | Lipid storage S3 cell count max
Cn1c(=O)c(NC2CCCCC2)c2c3c(cccc31)C(=O)c1ccccc1-2 | ? | ·
CCCCN(C(=O)C1CCN(C(=O)c2ccccc2C)CC1)c1c(N)n(CCC)c(=O)[nH]c1=O | ? | ·
CCCn1c(=O)c2ccccc2n2c(SCC(N)=O)nnc12 | -8% | 11
O=c1cc(O)n(-c2ccc(F)cc2)c(=S)[nH]1 | -5% | 10
CCOc1ccc(C(=S)N2CCOCC2)cc1 | i | -4
O=C(Nc1ccc(S(=O)(=O)N2CCCC2)cc1)c1ccc([N+](=O)[O-])cc1 | ? | ·
CCCN(CCC)CCCNC(=O)C1CCN(S(=O)(=O)c2cccc3nsnc23)CC1 | ? | ·
COc1ccc(CNC2CCCCC2C)c(OC)c1 (configuration not stated) | ? | ·
N#Cc1c(-c2cccc(F)c2)cc(-c2ccccc2)nc1Br | -7% | 0
COC(=O)CCc1ccc(O)cc1 | ? | ·
COc1ccccc1N(CC(=O)NC1CCCC1)C(=O)c1csnn1 | ? | ·
Cc1nc2nc(C)c(CCC(=O)Nc3ccc4c(c3)OCO4)c(C)n2n1 | ? | ·
CCc1ccc(/C=C/C(=O)c2ccc(S(=O)(=O)N(C)C)cc2)cc1 | ? | ·
O=C(CN1CCN(S(=O)(=O)c2ccc(Br)cc2)CC1)N/N=C/c1cccnc1 | 5% | 2
O=C1CCC2c3ccc4ccccc4c3CCN12 (configuration not stated) | 9% | 0
CN1CCOc2cc(S(=O)(=O)NCc3ccc(S(N)(=O)=O)cc3)ccc21 | i[0.369 µM] | 2
Cc1cc2ccccc2n1CCNC(=O)COc1ccccc1 | i | ·
CCOC(=O)c1ccc(NC(=O)CSC2=NC(=O)C(CC)C(=O)N2)cc1 (configuration not stated) | -4% | 4
Cc1nn(C)c(N)c1[N+](=O)[O-] | ? | ·
Cc1ccc(S(=O)(=O)CCC(=O)Nc2ccc(S(=O)(=O)N(C)C)cc2)cc1 | ? | ·

Whole records from above. Screens in order: Lipid storage S3	Lipid storage S3 cell count max
CCCN(CCC)CCCNC(=O)C1CCN(S(=O)(=O)c2cccc3nsnc23)CC1 is listed as ?	·
CCCn1c(=O)c2ccccc2n2c(SCC(N)=O)nnc12 is listed as -8%	11

Next part.
SMILES | Lipid storage S3 | Lipid storage S3 cell count max
COc1ccc(CC(=O)NNC(=O)c2nn(Cc3ccccc3)c(=O)c3ccccc23)cc1OC | ? | ·
Cc1cc(NC(=O)c2cc(-c3cccc(Cl)c3)on2)no1 | 19% | 2
Cc1ccc(NS(=O)(=O)c2ccc(C(=O)NCCCN3CCOCC3)cc2)cc1 | -4%[0.0737 µM] | 10
CCOc1ccccc1N1CC(C(=O)Nc2cccc(S(=O)(=O)N3CCCCC3)c2)CC1=O (configuration not stated) | ? | ·
Cc1cc(C)cc(NC(=O)CN(C)CC(=O)N(CC(C)C)c2c(N)n(CC(C)C)c(=O)[nH]c2=O)c1 | ? | ·
Cc1ccc(Nc2cc(=O)[nH]c(=O)[nH]2)c(C)c1 | i | -28
O=C(OCC(=O)N1CCCCCC1)c1cnc(Cl)c(Cl)c1 | -1% | -16
CC1Cc2ccccc2N1CC(=O)NC(=O)NC1CCCCC1 (configuration not stated) | 26% | 14
CCOC(=O)c1cccnc1SCC(=O)Nc1ccc(C)cc1 | ? | ·
CC(NC(=O)C1CCN(C(=O)Nc2ccccc2)CC1)c1ccc(Cl)cc1 (configuration not stated) | ? | ·
CCCCn1c(N)c(N(CC(C)C)C(=O)CCNC(=O)c2ccccc2Cl)c(=O)[nH]c1=O | -11% | -23
COC(=O)c1cc(N2CCNCC2)nc2ccccc12 | ? | ·
O=C(NCCCn1ccnc1)/C(=C/c1ccccc1)NC(=O)c1ccccc1 | 0% | 4
CCOc1ccc(OCC)c(C2C(C#N)=C(N)N(c3cccnc3)C3=C2C(=O)CC(C)(C)C3)c1 (configuration not stated) | i | ·
COc1ccc(OC)c(NC(=O)Nc2cccc3ccccc23)c1 | i | ·
CC(C)(O)c1nnn(-c2ccccc2)c1C(F)(F)F | ? | ·
COc1ccc(C(=O)Nc2ccccc2C(=O)N(Cc2ccco2)C(C(N)=O)C(C)C)cc1 (configuration not stated) | -1% | -14
CCOc1cc(C(=S)N2CCOCC2)ccc1OC(=O)c1cccc(C)c1 | ? | ·
O=S(=O)(Nc1ncccn1)c1ccc(NC(=S)NCCc2ccc(Cl)cc2)cc1 | 10% | ·
CCCCC(=O)NNC(=S)NCc1ccccc1 | ? | ·
O=C(NC1CC1)c1cccc(Br)c1 | 0% | ·
Cc1onc(-c2ccccc2)c1C(=O)N/N=C/c1ccccc1OC(C)C | i | -16
CSc1nc(Cl)cc(Nc2ccccc2N)n1 | -3% | 12
O=S(=O)(Nc1cccc(-n2cnnn2)c1)c1cnc(Cl)c(Cl)c1 | ? | ·
CCOC(=O)CSc1nnc(N)s1 | ? | ·
Cc1nnc(SCC(=O)Nc2ccc3c(c2)OCO3)o1 | ? | ·
COc1ccccc1NS(=O)(=O)c1ccc(NC(C)=O)cc1 | i | -11
C=CCn1c(SCC(=O)NCc2ccc3c(c2)OCO3)nnc1C1COc2ccccc2O1 (configuration not stated) | ? | ·
Cc1nc(NCc2ccco2)c2oc3ccccc3c2n1 | i | ·
CC(=O)Nc1ccc(NC(=O)COC(=O)c2cnccn2)cc1 | 17% | ·
O=C(CCC(=O)Nc1ccccc1Cl)NNC(=O)NC1CCCCC1 | ? | ·
Cc1ccc(NS(=O)(=O)c2cccc(C(=O)NCC(c3ccco3)N3CCCCC3)c2)cc1 (configuration not stated) | ? | ·
CC(OC(=O)/C=C/c1cccc(C(F)(F)F)c1)C(=O)NC1CCCCC1C (configuration not stated) | 5%[0.0737 µM] | 4
Cc1cc(=O)[nH]c2c1cnn2Cc1ccccc1 | -20% | -8
CCN(CC(=O)NCc1cccs1)C(=O)/C=C/c1cc(Br)ccc1OC(F)F | ? | ·
Cc1ccccc1NC(=O)C1CCN(S(=O)(=O)c2cccc3nonc23)CC1 | ? | ·
COC(=O)C1=C(CCc2ccccc2)NC(=O)NC1c1ccc(Br)cc1 (configuration not stated) | ? | ·
COc1cccc(C(=O)NNc2c3ccccc3nc3ccccc23)c1 | ? | ·
CCN(CC(=O)Nc1c(F)cccc1F)C(=O)Cc1ccsc1 | 15% | 5
Cn1cc(-c2nnc(-c3ccccc3)o2)c2ccccc21 | -14% | -18
CCOC(=O)c1sc(NC(=O)/C=C/c2c(F)cccc2Cl)nc1C | 4% | -13
Cc1nn(CC(=O)NCc2ccccc2F)c(C)c1[N+](=O)[O-] | 13% | 0
Cc1occc1C(=O)NC(C)c1ccc2c(c1)OCO2 (configuration not stated) | ? | ·
Cc1c(NC(=O)c2ccc(Br)o2)cccc1C(=O)O | ? | ·
Cc1ccc(Cl)cc1NC(=O)C1C2CCC(O2)C1C(=O)O (configuration not stated) | 5% | 26
CCOC(=O)NC(=O)/C(C#N)=N/Nc1ccc(F)cc1 | ? | ·
Cc1ccc(-c2ccc(=O)n(Cc3c(F)cccc3Cl)n2)cc1 | ? | ·
COc1cc2cc(CN(Cc3nnnn3Cc3ccco3)C3CCCCC3)c(=O)[nH]c2cc1OC | 5% | -24
CCOC(=O)c1cc2sccc2n1Cc1ccc(C#N)cc1 | ? | ·
COc1ccc(-n2c(SCC(=O)Nc3cccc(C(=O)O)c3)nnc2-c2ccco2)cc1 | ? | ·
CCOc1ncccc1C(=O)NCCc1ccc(OC)cc1 | i | 11
CC1CCN(C(=O)c2ccc(N3C(=O)c4ccccc4C3=O)cc2)CC1 | ? | ·
CCC1CCCCN1C(=O)CSc1nnc(-c2ccc(Cl)cc2)o1 (configuration not stated) | ? | ·
Cc1cc(C)c(C)c(S(=O)(=O)Nc2ccccc2C(=O)NCCCN2CCOCC2)c1C | -1% | 5
CCOc1cc(CNc2ccccc2)cc(Br)c1OCc1ccccc1F | i | 22
CCOc1ccc(C2=C/C(=C/c3cccnc3)C(=O)O2)cc1 | ? | ·
O=C(COc1ccc(Cl)cc1)NCc1ccccc1 | ? | ·
O=C(Oc1cc(Cl)ccc1Cl)C1=CC=CN2CCS(=O)(=O)N=C12 | 12% | 4
CCC[C@H](CN[C@@H](CNC)[C@H](C)O)NCCc1ccc(OC)cc1 | ? | ·
CCCOc1ccc(C(F)(F)F)cc1NC(=O)CCc1c(C)noc1C | ? | ·

For convenience, 6 of the compounds above.
SMILES | Lipid storage S3 | Lipid storage S3 cell count max
Cc1nnc(SCC(=O)Nc2ccc3c(c2)OCO3)o1 | ? | ·
COc1ccccc1NS(=O)(=O)c1ccc(NC(C)=O)cc1 | i | -11
C=CCn1c(SCC(=O)NCc2ccc3c(c2)OCO3)nnc1C1COc2ccccc2O1 (configuration not stated) | ? | ·
Cc1nc(NCc2ccco2)c2oc3ccccc3c2n1 | i | ·
CC(=O)Nc1ccc(NC(=O)COC(=O)c2cnccn2)cc1 | 17% | ·
O=C(CCC(=O)Nc1ccccc1Cl)NNC(=O)NC1CCCCC1 | ? | ·

(next part)
SMILES | Lipid storage S3 | Lipid storage S3 cell count max
COc1nc(NCc2cccnc2)nc(NC2CCCCC2)n1 | ? | ·
CCOc1ccc2ccccc2c1CNc1nnnn1C | -2% | 0
O=C1CSC(c2ccccc2)N1CC12CC3CC(CC(O)(C3)C1)C2 (configuration not stated) | -26% | -27
COc1cc(OC)c2ccc(=O)oc2c1C(CC(=O)N1CCCC1)c1ccc(N(C)C)cc1 (configuration not stated) | 14% | 15
Cn1c(/C=C/c2ccc(Cl)cc2)nc2ccccc2c1=O | ? | ·
O=C(CSc1nc2c(c(=O)n1-c1ccc(Cl)cc1)SCC2)NCc1ccco1 | ? | ·
COc1ccc(NC(=O)CSc2ccc(-c3ccccn3)nn2)cc1OC | 0% | 6
Clc1ccc(-c2nnc(SCc3ccon3)o2)c(Cl)c1 | 9% | ·
Cc1cc(NC(=O)NCC(F)(F)F)no1 | ? | ·
CC(=O)NS(=O)(=O)c1ccc(NC(=O)c2ccc3c(c2)OCO3)cc1 | ? | ·
CCN(C(=O)CSc1nnc(SC)s1)c1c(N)n(Cc2ccccc2)c(=O)[nH]c1=O | i | -4
COc1cc(C(=O)OCC(=O)Nc2ccc(F)cc2F)cc(OC)c1OC | ? | ·
CCN(CC)C(=O)C[n+]1cccc(/C=N/O)c1 | ? | ·
COc1ccc(C(CNC(=O)c2ccc(-c3nc4ccccc4s3)o2)N2CCCC2)cc1 (configuration not stated) | ? | ·
Cc1cc(C(F)(F)F)n(-c2nc(C(=O)Nc3ccccc3Oc3ccccc3)cs2)n1 | ? | ·
Cn1c2c(c(=O)n(C)c1=O)C(NC(=O)c1cccs1)(C(F)(F)F)C(=O)N2 (configuration not stated) | -11% | -6
Cc1[nH]c2ccccc2c1-c1csc(NC(=O)CSCCO)n1 | 14% | ·
O=C(O)C(C/C(=N/O)c1ccc(Br)cc1)P(=O)(c1ccccc1)c1ccccc1 (configuration not stated) | ? | ·
CC1CCCCC1NC(=O)/C(C#N)=C/c1ccc(F)c(F)c1 (configuration not stated) | ? | ·
COc1ccc(N(CC(=O)NC2CCCCCC2)S(=O)(=O)c2ccccc2)cc1Cl | ? | ·
O=CNCC(=O)NC1CCCCCC1 | 18% | 22
Cc1ccc(C(=O)COC(=O)CCN2C(=O)C3C4CCC(C4)C3C2=O)cc1[N+](=O)[O-] (configuration not stated) | 15% | -13
COc1ccc(C2=Nn3c(nnc3-c3cc(C)[nH]n3)SC2)cc1 | 1% | 15
Cc1cccc(NS(=O)(=O)c2ccc(C3CCCCC3)cc2)c1 | ? | ·
O=C(NNC(=S)Nc1ccccc1)c1cccs1 | 10% | -3
Fc1cccc(NC(=S)N2CCCCC2)c1 | 2% | -17
CCSc1nc2ccccc2n1CC(=O)N1CCCCC1 | ? | ·
O=C(N[C@@H]1CCC(=O)N(CC[C@H](Sc2ccccc2)c2ccccc2)CC1)OCc1ccccc1 | i | 19
CCN(CC)S(=O)(=O)c1ccc(Cl)c(C(=O)NC2CCCC2)c1 | 9% | 21
COc1ccc(NC(=O)CCN2CCN(Cc3ccccc3)CC2)c(OC)c1 | -1% | -14
O=C(CNC(=O)c1ccc(Br)o1)NCc1cccc(Cl)c1 | ? | ·
O=C(C1CCN(Cc2ccc(OCc3ccccc3)cc2)CC1)N1CCCC1 | 0% | 13
COc1ccc2c(c1)nc(NCCO)n2C | 3% | 6
COCCn1c(SCC(=O)N2CCCC2=O)nc2sc(C)c(C)c2c1=O | ? | ·
COc1ccc(-n2nc([N+](=O)[O-])c(=NCCc3ccc(C)cc3)n2O)cc1 | -6% | -1
O=C(/C=C\c1cn(-c2ccccc2)nc1-c1cccs1)N1CCOCC1 | ? | ·
Cn1cc(SCC(=O)N2CCN(c3ccccc3)CC2)c2ccccc21 | ? | ·
CCN(CC)S(=O)(=O)c1cc(C(=O)OCC(=O)Nc2cccc(S(=O)(=O)N(C)C)c2)ccc1F | -6% | -16
CCCCNC(=O)OC1CCS(=O)(=O)C1 (configuration not stated) | ? | ·
COc1cccc(CC(C(=O)Nc2cc(C)ccc2C)c2nn[nH]n2)c1OC (configuration not stated) | -10% | -16
O=C1c2ccccc2C(=O)N1CCCCn1c(=O)oc2ccccc21 | ? | ·
CN(Cc1nc(-c2cccs2)no1)CC(O)c1ccccc1 (configuration not stated) | 3% | 2
Cc1nc2ccccc2n2c(O)c(CC(=O)O)cc12 | -19% | 1
CC(NC(=O)c1ccc(NC(=O)CC2SC(N3CCCC3)=NC2=O)cc1)c1ccc(S(N)(=O)=O)cc1 (configuration not stated) | i[0.0737 µM] | -20
